# ERAP1 HTS inh = ERAP1 (human) enzyme inhibition | Q9NZ08 | recombinant ERAP1, Leu-AMC fluorescence, 60 min | inhibition, % at 10.7 µM | 0.15% of 340,000 active | AID 652197;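 active = mean replicate inhibition of at least 30%, or all replicates individually reaching that 30% level; inactive = mean below 30% and not every replicate reaching it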;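 note: 0% = neutral control wells and 100% = L-leucinethiol positive control wells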
# RAD54 branch = RAD54 (human) branch migration inhibition; AID 602329; RAD54 Holliday junction branch migration, FAM/BHQ fluorescence; inhibition, % at 10.4 µM; 0.14% of 360,000 active; Q92698;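 active = mean normalized replicate activity at least 40 and at least half of replicates scoring 40 or more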;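 note: 0% = median of neutral control wells and 100% = median of positive control wells; inhibitors cause a drop in the FAM fluorescence signal; in these data hits start at about 50%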
# F508del corr = CFTR F508del correction in bronchial cells; AID 720511; CFBE cells, YFP halide quenching; stimulated with forskolin plus potentiator P3; % fluorescence drop versus neutral controls; 0.36% of 350,000 active; activity (quench increase), % at 7.58 µM;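 active = mean added fluorescence quench of at least 8% versus neutral control, with both replicates also reaching 8%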;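 note: cells transiently co-express mutant CFTR-F508del with the halide-sensitive YFP; corrector assay measuring rescue of mutant channel to the surface after 24 h compound exposure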
# INS-1E GSIS act = GLuc luminescence reporter in INS-1E cells, primary screen for activators of glucose-dependent secretion of insulin. INS-1E GLuc reporter insulin secretion, 2-3 h. 0.61% of 370,000 active. activation, % at 16.6 µM;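 active = lowest replicate activation of at least 40%, so every replicate reaches that level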;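 note: 0% = median of neutral control wells and 100% = median of IBMX positive control wells; some compounds called inactive have numbers as strong as hits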
# RAD52 inh = inhibitors of human RAD52 DNA annealing; P43351; recombinant RAD52 DNA annealing, FRET fluorescence; inhibition, % at 18.7 µM; 0.46% of 360,000 active; AID 651710;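 active = every replicate showing at least 50% inhibition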
# Target sequence (P43351 whole entry, looked up): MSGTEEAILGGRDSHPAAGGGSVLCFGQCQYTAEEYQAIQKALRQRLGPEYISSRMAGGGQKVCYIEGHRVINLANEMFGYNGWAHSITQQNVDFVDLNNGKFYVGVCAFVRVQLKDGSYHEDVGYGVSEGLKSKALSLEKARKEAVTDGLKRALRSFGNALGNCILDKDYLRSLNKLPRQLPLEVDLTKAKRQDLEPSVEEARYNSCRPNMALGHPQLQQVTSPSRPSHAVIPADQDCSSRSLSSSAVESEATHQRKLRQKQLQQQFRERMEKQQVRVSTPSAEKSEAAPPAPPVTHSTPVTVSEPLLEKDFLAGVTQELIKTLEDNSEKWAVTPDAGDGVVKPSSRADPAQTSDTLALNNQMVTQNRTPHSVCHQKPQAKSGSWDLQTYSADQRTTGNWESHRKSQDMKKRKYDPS
# esBAF inh = inhibitors of esBAF chromatin remodeling in mouse ES cells; Bmi1-luciferase knock-in reporter, 24 h; 100% = twice the neutral-well signal; reporter increase, % at 12.5 µM; 2% of 350,000 active; AID 602393; in the data active = activation above about 40%;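 note: 0% = median of the plate's neutral control wells and 100% = double that signal; a rise in the Bmi1 reporter signal indicates esBAF inhibition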
# ARNT-TACC3 inh = ARNT/TACC3 interaction disruption; AlphaScreen His-ARNT PAS-B/GST-TACC3 binding, luminescence; TACC3 fragment carries E629A point mutation; inhibition, % at 9.99 µM; Q9Y6A5; 0.66% of 390,000 active;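 active = mean inhibition of replicates at least 50% and at least half of replicates each reaching 50%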;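 note: 0% = complete ARNT plus TACC3 wells and 100% = ARNT alone without TACC3; many hits fall short of the cut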
# Xi reactivation = reactivates the inactive X chromosome in mouse fibroblasts; XiGFP mouse fibroblasts, % GFP-positive cells imaging, 3 d; cells co-treated with 5-aza-dC sensitizer; scaled so ellipticine positive control = 100%; activation, % at 7.58 µM; 0.055% of 360,000 active;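 active = mean normalized replicate activation at least 10% and every replicate at or above 10%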;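 note: 0% = median of on-plate neutral control wells and 100% = ellipticine 6 µM median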
#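 Material: XiGFP fibroblasts, SV40-immortalized. Buffer or medium: DMEM plus 5-aza-dC sensitizer. Compound: single concentration per compound, delivered by pin transfer. Times: 3 days compound exposure. Controls: ellipticine 6 µM.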
# * hit, by the source's call; · = not tested or not shown.
SMILES,ERAP1 HTS inh,RAD54 branch,F508del corr,INS-1E GSIS act,RAD52 inh,esBAF inh,ARNT-TACC3 inh,Xi reactivation
CCCC#Cc1cnc2c(c1)C(=O)N([C@H](C)CO)C[C@@H](C)[C@H](CN(C)C(=O)Nc1cc(F)ccc1F)O2,0.9,3.1,-0.4,-10.7,9.2,5.0,9.3,0.0
COc1ccccc1-c1c(NC(=O)C(C)C)n(C)c2ccccc2c1=O,1.4,·,-1.7,·,-4.3,·,-5.6,0.0
Cc1ccc(S(=O)(=O)N(C)C[C@@H]2Oc3c(NC(=O)C4CC4)cccc3C(=O)N([C@@H](C)CO)C[C@H]2C)cc1,-0.5,-4.7,-2.1,14.1,3.5,-1.4,-6.3,-1.3
CCc1n[nH]c(=S)n1N=C1CCC(C)CC1 (stereo not given),1.1,8.1,-2.1,5.1,-17.1,·,10.1,-0.1
COCCN=C1NC(=O)C(CC(=O)Nc2cccc(Cl)c2C)S1 (stereo not given),-7.3,·,0.2,1.4,-5.9,·,·,0.0
Cc1c(Cl)cccc1NC(=O)CNCc1ccccc1F,3.8,·,-2.0,-3.8,1.8,·,·,0.1
CC(C)C(=O)N1CCC(CN=CC2=C(O)CC(C)(C)CC2=O)CC1,·,-13.5,·,-4.2,·,5.4,-1.5,·
CCOc1ccc(NC(=O)CC2C(=O)N(CC)C(=S)N2CCNC(C)=O)cc1 (stereo not given),·,-4.6,·,8.7,·,-3.5,-7.2,·
CCc1ccc(-c2csc3ncn(Cc4ccc(C(=O)O)cc4)c(=O)c23)cc1,0.0,·,1.8,0.8,-9.1,·,5.3,0.1
COc1ccc(CNC(=O)Cn2cnc3c(SC)nc(N)nc32)cc1,-5.1,3.0,-0.8,-0.4,-0.4,6.1,3.6,-0.2
COc1cc(NS(=O)(=O)c2ccc3c(c2)C(C)(C)C(=O)N3C)cc(OC)c1,-0.6,-7.8,-0.7,-4.7,-24.9,-38.1,·,0.2
CCN=C1NC(c2ccccc2)C(C(=O)OC)=C(C)N1Cc1ccc(C(F)(F)F)cc1 (stereo not given),5.9,·,0.5,2.1,32.4,·,·,0.3
COc1cccc(S(=O)(=O)N[C@H]2CC[C@H](CCNC(=O)Cc3ccncc3)O[C@@H]2CO)c1,2.9,-9.8,0.9,5.1,-29.2,1.2,·,0.9
O=S(=O)(NC(=NCc1ccccc1)c1ccccc1)c1ccccc1,3.0,-1.4,2.3,-0.5,-10.8,4.9,-10.4,-0.1
Cc1cc2ncn(S(=O)(=O)N(C)C)c2cc1C,2.5,-1.6,·,-5.6,9.4,-4.0,-7.1,·
O=C(CCC(=O)Nc1ccccc1)N/N=C/c1ccccc1F,6.3,·,1.4,-2.3,-7.3,10.9,6.0,0.0
O=C(C1=COCCO1)N(Cc1nnc(-c2ccc(Cl)cc2)o1)C1CC1,-1.1,·,-1.4,-6.1,-15.8,·,-5.2,0.0
COc1ccc(CNc2cc(C)nc3ncnn23)c(OC)c1,-0.6,-9.0,0.6,-32.6,-18.6,-8.9,·,·
C[C@@H]1CN([C@@H](C)CO)C(=O)c2c(c3ccccc3n2C)-c2ccccc2CO[C@@H]1CN(C)C(=O)CCN(C)C,-0.2,-5.1,2.3,6.1,37.9,-5.3,10.6,-0.1
Clc1ccc(-c2nnc(-c3ccccc3)c(-c3ccccc3)n2)cc1,3.0,-10.8,-2.0,-13.2,-10.1,-3.8,1.7,0.0
CC=Cc1ccc2n(c1=O)C[C@H]1[C@H](CO)[C@@H](C(=O)N3CCCCC3)N(C(=O)CC)[C@@H]21 (mixture of isomers),0.6,9.2,·,0.4,-1.2,-4.1,-9.4,0.4
CNC[C@@H]1Oc2ccc(NC(=O)Cc3ccccc3)cc2C(=O)N([C@H](C)CO)C[C@H]1C,2.1,2.7,2.5,-0.6,9.0,-7.3,-3.2,-1.4
Cc1cccc(NC(=O)C2CCN(S(=O)(=O)c3ccc4c(c3)NC(=O)CO4)CC2)c1C,1.7,-7.9,2.2,-1.1,-10.6,-4.7,-20.2,0.0
CC1C(=O)OC(c2ccc(Br)cc2)C(C)(C)C1=O (stereo not given),3.9,-4.6,-7.4,-2.4,-14.5,1.4,-1.6,0.0
Cc1ccc(S(=O)(=O)N[C@@H]2C=C[C@@H](CC(=O)NCCN3CCCCC3)O[C@H]2CO)cc1,0.5,0.1,0.2,3.4,-2.1,-1.4,0.0,0.2
COC(=O)CNC(=O)C1CCC(CNS(=O)(=O)c2cccc3nsnc23)CC1 (stereo not given),-0.7,-6.9,0.1,-11.3,-9.7,-3.5,·,0.2
COc1ccc(S(=O)(=O)N2CCN(C(=O)COc3ccccc3)CC2)cc1,1.3,·,4.8,0.3,-3.4,·,-2.5,0.0
CC(C)(C)NC(=O)CCN(/N=C/c1ccccc1F)C1=NS(=O)(=O)c2ccccc21,3.7,·,-2.0,-21.4,-5.1,·,·,-0.1
C#CCN(C[C@@H]1[C@@H](OC(=O)NC2CCCC2)[C@@H](OC(=O)NC2CCCC2)CN(C(=O)OC(C)C)N1C(=O)OC(C)C)S(=O)(=O)c1ccc(C)cc1,-4.8,-0.3,4.1,-12.6,4.6,0.0,·,0.0
CCC(=O)N1C[C@@H](C)[C@H](OC)CN(C)C(=O)c2ccc(NC(=O)C3CCOCC3)cc2OC[C@H]1C,·,12.8,-3.4,10.0,·,-5.7,-3.0,-0.3
C[C@H](CO)N1C[C@H](C)[C@@H](CN(C)C(=O)CCC(F)(F)F)OCc2ccccc2-c2c(n(C)c3ccccc23)C1=O,1.6,-2.6,2.3,-16.9,0.3,-5.1,-2.6,0.7
N#CCS(=O)(=O)c1cccc[n+]1[O-],1.1,·,-1.1,22.0,-15.1,·,·,0.0
O=C(c1ccc(NS(=O)(=O)c2ccc3[nH]c(=O)[nH]c3c2)cc1)N1CCN(c2ccccc2)CC1,0.1,2.9,-3.8,-14.9,-66.6,-3.2,11.3,0.3
CN1c2ccc(-c3ccc(F)cc3)cc2[C@@H]2[C@@H](CCN2C(=O)c2cccc(F)c2)[C@@H]1CO,-0.6,6.2,-0.7,-23.5,-3.3,2.2,7.6,0.0
CN(C)S(=O)(=O)c1cccc(NC(=S)NCc2ccco2)c1,-0.3,·,-0.7,-3.7,-32.7,·,0.8,0.1
CO[C@H](CN(C)Cc1cc(F)ccc1F)[C@@H](C)CN([C@@H](C)CO)S(=O)(=O)c1ccc(C)cc1,-0.6,0.5,1.0,-7.1,-7.6,6.7,3.0,0.0
C=CCN1N=C(/C=C/c2ccccc2)CCC1=O,-2.2,·,3.9,7.6,-0.9,·,-2.5,0.0
CC(C)NC(=O)Nc1cccc2c1O[C@@H](CN(C)S(=O)(=O)c1cccs1)[C@H](C)CN([C@H](C)CO)C2=O,·,·,0.1,19.5,·,-4.7,·,0.0
CC(=O)O[C@@H]1[C@H]2[C@@H](C[C@@H](C)[C@@H]3C=CC(=O)[C@@]13C)OC(=O)[C@@H]2C,0.7,-0.3,-3.1,2.8,-15.3,25.2,·,0.4
Cc1cc(/C=C(/C#N)c2cccc(F)c2)c(C)n1-c1cccnc1,-0.6,-4.5,0.2,4.2,-27.9,21.0,-4.5,·

# Exported with bars between the fields: entries from further up
mol | ERAP1 HTS inh | RAD54 branch | F508del corr | INS-1E GSIS act | RAD52 inh | esBAF inh | ARNT-TACC3 inh | Xi reactivation
CCCC#Cc1cnc2c(c1)C(=O)N([C@H](C)CO)C[C@@H](C)[C@H](CN(C)C(=O)Nc1cc(F)ccc1F)O2 | 0.9 | 3.1 | -0.4 | -10.7 | 9.2 | 5.0 | 9.3 | 0.0
COc1ccccc1-c1c(NC(=O)C(C)C)n(C)c2ccccc2c1=O | 1.4 | · | -1.7 | · | -4.3 | · | -5.6 | 0.0
Cc1ccc(S(=O)(=O)N(C)C[C@@H]2Oc3c(NC(=O)C4CC4)cccc3C(=O)N([C@@H](C)CO)C[C@H]2C)cc1 | -0.5 | -4.7 | -2.1 | 14.1 | 3.5 | -1.4 | -6.3 | -1.3

# (further entries)
SMILES,ERAP1 HTS inh,RAD54 branch,F508del corr,INS-1E GSIS act,RAD52 inh,esBAF inh,ARNT-TACC3 inh,Xi reactivation
CN(CC(=O)Nc1ccc(F)c(F)c1F)C(=O)C1COc2ccccc2O1 (stereo not given),0.8,2.3,1.1,-25.5,-8.7,-0.6,-25.2,0.3
NC(=O)CSc1nnc(-c2cccnc2)n1Cc1ccccc1,9.6,1.1,0.0,7.0,-4.1,-2.4,0.5,·
CCCNC(=O)Nc1ccc2c(c1)OC[C@@H](C)N(C(=O)C1CCOCC1)C[C@H](C)[C@@H](OC)CN(C)C2=O,·,3.1,-1.6,9.1,12.3,0.4,2.3,0.2
CCn1nc(NC(=O)c2ccncc2)c2cc3cccc(C)c3nc21,0.2,-6.3,2.2,7.7,-16.2,-0.1,12.2,·
O=C(Cn1cc(C(F)(F)F)cc(Cl)c1=O)NCCc1ccc(Cl)cc1Cl,-2.3,·,1.5,14.0,-16.9,·,-31.7,-0.1
O=C(C[C@@H]1C[C@@H]2c3cc(NS(=O)(=O)c4ccccc4)ccc3O[C@@H]2[C@H](CO)O1)NCC(F)(F)F,-0.5,-2.5,1.3,-5.3,-4.5,-0.7,-5.7,0.1
COc1cc2c(cc1NC(=O)COC(=O)/C=C/c1ccccc1)oc1ccccc12,-0.9,·,2.1,-9.3,-5.5,·,-12.0,0.0
Cc1cc(NC(=O)CSc2nc3c(c(=O)n2-c2ccccc2)SC(C)C3)no1 (stereo not given),5.2,-2.4,0.6,·,-0.7,-9.9,1.0,0.2
Cc1ccc(-c2ccc3c(c2)O[C@H](CN(C)CC2CC2)[C@H](C)CN([C@@H](C)CO)S3(=O)=O)cc1,6.0,-0.1,-0.4,-2.2,7.6,-4.8,6.0,-1.0
C[C@H]1CN([C@@H](C)CO)C(=O)c2cc(NC(=O)Cc3ccccc3)ccc2O[C@@H]1CN(C)Cc1ccncc1,-0.3,-0.4,-4.5,16.7,0.8,-0.3,-1.7,0.4
CCOc1ccc(NC(=S)NC23CC4CC(CC(C4)C2)C3)cc1,-0.3,8.4,-2.2,1.4,-28.9,5.4,4.1,0.1
C[C@@H]1CN([C@@H](C)CO)C(=O)c2cc(NC(=O)CCCN(C)C)ccc2O[C@H]1CN(C)Cc1ccccc1,-2.7,6.0,-0.1,9.5,0.5,3.3,-2.8,0.0
O=C(CC1SC(N2CCCCC2)=NC1=O)Nc1cccc(C(=O)Nc2ncccc2O)c1 (stereo not given),3.0,2.1,0.2,4.2,-12.6,1.0,6.8,0.1
CCOc1ccc(CNC(=O)CCC(=O)n2ncc3ccc(Cl)cc32)cc1,4.3,1.2,2.0,18.6,-17.7,1.3,-0.7,0.0
CCS(=O)(=O)N1CCC(C(=O)Oc2ccc(C)c(C)c2)CC1,0.3,-3.0,2.3,·,-9.6,-0.7,-5.6,0.1
O=C(NC[C@@H]1[C@H](c2ccccc2)[C@@H](CO)N1Cc1cccnc1)c1ccccn1,-1.1,1.2,0.5,7.9,-10.3,1.8,-2.3,0.3
CCCNC(=O)C1(C)CCCN(C(=O)c2ccc(OC)cc2OC)C1 (stereo not given),0.4,6.6,6.2,2.2,-3.2,-6.7,·,0.0
Cc1ccc(C(=O)Nc2ccc(O)cc2C(=O)O)cc1C,3.4,-4.9,-0.5,19.7,-11.5,-3.0,9.2,·
NC(=O)C1CCN(c2nc(-c3cccnc3)cs2)CC1,-3.2,59.7*,-3.3,3.2,10.9,-13.0,3.6,0.0
Cc1ccc(NC(=O)CSc2nc3ncc(Cl)cc3[nH]2)c(C)c1,1.6,2.4,3.5,-3.0,-24.5,0.1,-7.6,0.0
COc1cccc(NC(=O)N[C@H]2C=C[C@H](CC(=O)N3CCOCC3)O[C@H]2CO)c1,-0.7,·,-0.7,10.5,-0.8,·,·,0.1
COc1ccc([N+](=O)[O-])cc1NC(=O)C1CCCCC1C(=O)O (stereo not given),-29.0,-14.5,-1.7,-10.6,-19.1,·,-7.0,0.0
